Fh CTSL1 inh: Fasciola hepatica cathepsin L1 inhibitors, primary screen, counter-screen for PFM18AAP inhibitor project, biochemical, QFRET, fluorogenic peptide substrate. inhibition, % at 5.96 µM. AID 1906, 2009. recombinant F. hepatica cathepsin L1, Z-Leu-Arg-MCA fluorescence. 300,000 tested, 0.49% active;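 active = inhibition above the mean of all tested compounds plus 3 SD, set per screening campaign, cut at about 17% in these data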;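 note: 0% = plate median of test compound wells and 100% = 1 µM Z-Phe-Ala-diazomethylketone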
core dimer inh: inhibitors of HCV core protein dimerization, primary screen, biochemical, TR-FRET, high-throughput | TR-FRET GST/Flag-core106 dimerization, 1536-well | inhibition, % at 5 µM | 300,000 tested, 0.33% active | AID 1899, 2009;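 active = inhibition above the mean of all tested compounds plus 3 SD, set per screening campaign, cut at about 45% in these data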
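Assay system: GST-tagged and Flag-tagged HCV core protein residues 1-106 / Times: compound-protein-antibody incubation 4 h at 22.5 °C / Signal: time-resolved FRET, ex 340 nm, em 617 and 671 nm / Evaluation: % inhibition based on acceptor/donor emission ratio / Benchmarks: wells lacking GST-core106 and wells with excess unlabelled core106 / Repeats: singlicate, one well per compound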
VLA-4 inh: inhibition in human VLA-4 binding assay, primary screen, VLA-4 allosteric modulator project, MLPCN library, flow cytometry, VLA-4 expressing cells. Integrin alpha-4 (Homo sapiens), P13612. ligand binding flow cytometry. inhibition, % (about 7 µM as worked out from the volumes in the protocol). 330,000 tested, 0.2% active; in the data active = inhibition above about 50%
PP5 primary: PP5 phosphatase inhibitors, primary screen, biochemical, fluorescence; purified PP5c, OMFP substrate fluorescence; inhibition, % at 6.7 µM; 320,000 tested, 0.18% active;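 active = inhibition above the campaign's mean inhibition across all tested compounds plus 3 SD, cut at about 9.5% in these data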;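 note: 0% = DMSO only and 100% = 100 µM cantharidin control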
GASC-1 inh: inhibitors of GASC-1 histone demethylase, primary screen, biochemical, fluorescence, DELFIA europium; Lysine-specific demethylase 4C (Homo sapiens), Q9H3R0; GST-JMJD2C(1-420) H3K9me3 demethylation; inhibition, % at 2.35 µM; 330,000 tested, 0.069% active; AID 2099, 2009;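 active = more than half of a compound's replicate wells show inhibition beyond 50%, single wells judged on their own value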;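 note: signal counts dimethyl H3K9 product captured on neutravidin plate; 0% = median of DMSO wells and 100% = 0.3 times that DMSO median; strong numbers were not always called active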
Target sequence (Q9H3R0 1-420 limits assumed): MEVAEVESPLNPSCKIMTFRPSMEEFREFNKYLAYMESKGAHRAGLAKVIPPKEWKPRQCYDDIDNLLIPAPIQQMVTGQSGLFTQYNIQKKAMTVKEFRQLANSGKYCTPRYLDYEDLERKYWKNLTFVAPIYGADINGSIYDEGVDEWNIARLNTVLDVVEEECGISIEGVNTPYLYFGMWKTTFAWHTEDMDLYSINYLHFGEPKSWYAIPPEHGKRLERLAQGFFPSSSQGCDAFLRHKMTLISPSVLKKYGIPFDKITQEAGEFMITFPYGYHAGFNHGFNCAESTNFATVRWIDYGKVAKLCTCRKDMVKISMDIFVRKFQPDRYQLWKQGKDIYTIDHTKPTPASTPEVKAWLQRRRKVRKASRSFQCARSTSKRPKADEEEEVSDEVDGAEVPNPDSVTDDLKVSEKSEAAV
procasp3 activ: activators of human procaspase-3 D3A mutant, primary screen, biochemical, absorbance, PC-3 D3A mutant, single concentration; recombinant procaspase-3 D3A, Ac-DEVD-pNA absorbance 405 nm; activation, % at 8.5 µM; 330,000 tested, 0.11% active; AID 463141, 2010;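 active = activation above the mean of all tested compounds plus 3 SD, cut at about 21% in these data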;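 note: 0% = DMSO alone and 100% = DMSO wells spiked with extra 5 µM PC-3 D3A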
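assay system = Procaspase-3 D3A mutant | signal = absorbance at 405 nm, 0 and 120 min | times = 1 h preincubation plus 2 h reaction at 25 °C | repeats = single replicate | read-out = % activation between DMSO and enzyme-spiked controls | medium = Zinc-free HEPES saline buffer with Triton X-100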
GRK2 aptamer HTS: compounds blocking aptamer binding on GRK2 – biochemical, human GRK2, bead flow cytometry, HTS, primary screen; FAM-aptamer displacement from GRK2; inhibition of aptamer binding, % at 10 µM; 330,000 tested, 0.59% active;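 active = inhibition of aptamer binding above 40%, roughly 3 SD of noise, on plates passing a quality check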;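 note: median bead fluorescence of bound FAM aptamer so fluorescent compounds give negative values; no value below 0 was filed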
PP1 counter: PP1-alpha phosphatase inhibitors, primary screen, counter-screen for PP5 inhibitor project, biochemical, fluorescence, OMFP substrate, single point | Serine/threonine-protein phosphatase PP1-alpha catalytic subunit (Homo sapiens), P62136 | purified PP1alpha | inhibition, % at 6.7 µM | 320,000 tested, 0.9% active | AID 2235, 2010;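 active = inhibition above the mean inhibition of all tested compounds plus 3 SD, computed separately for each screening campaign, cut at about 15% in these data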
Target sequence (P62136 whole entry, looked up): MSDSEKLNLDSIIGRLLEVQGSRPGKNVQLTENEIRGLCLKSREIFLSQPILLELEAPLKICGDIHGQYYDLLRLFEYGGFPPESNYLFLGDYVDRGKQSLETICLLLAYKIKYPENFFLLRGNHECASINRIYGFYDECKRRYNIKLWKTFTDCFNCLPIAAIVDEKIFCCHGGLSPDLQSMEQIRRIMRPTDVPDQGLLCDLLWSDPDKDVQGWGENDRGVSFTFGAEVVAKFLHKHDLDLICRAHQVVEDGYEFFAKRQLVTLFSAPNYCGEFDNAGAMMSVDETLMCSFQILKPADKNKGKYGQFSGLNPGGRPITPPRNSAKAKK
proCasp7 act: procaspase-7 activators, primary screen, counter-screen for procaspase-3 activator project, biochemical, absorbance, HTS, human | AID 463210, 2010 | 330,000 tested, 0.093% active | activation, % at 8.5 µM | recombinant procaspase-7, Ac-DEVD-pNA absorbance 405 nm; D23A/D198A/D206A triple mutant, cannot self-cleave; scale: DMSO 0, 5 µM enzyme 100;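 active = percent activation above the screen-wide mean plus 3 SD, cut at about 25% in these data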
Target sequence (P55210 whole entry D23A/D198A/D206A): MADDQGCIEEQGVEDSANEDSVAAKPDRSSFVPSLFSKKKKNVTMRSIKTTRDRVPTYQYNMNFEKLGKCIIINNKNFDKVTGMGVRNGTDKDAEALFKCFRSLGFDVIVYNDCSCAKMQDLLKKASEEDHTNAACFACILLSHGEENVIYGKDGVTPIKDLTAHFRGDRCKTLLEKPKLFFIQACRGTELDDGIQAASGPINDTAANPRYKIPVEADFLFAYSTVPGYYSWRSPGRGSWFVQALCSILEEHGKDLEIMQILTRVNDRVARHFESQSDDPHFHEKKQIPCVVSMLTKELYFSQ
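Assay system: Uncleavable procaspase-7 mutant enzyme / Input: 2 µM procaspase-7 mutant as dispensed / Dosing: single nominal 8.5 µM compound dose, 0.8% DMSO final / Timing: 1 h enzyme–compound preincubation and 2 h substrate reaction, both 25 °C / Detection: p-Nitroaniline absorbance at 405 nm, read at 0 and 120 min / Replication: singlicate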
* = called active by the depositor; nt = not tested or not shown; & = joins results of further samples.

SMILES	Fh CTSL1 inh	core dimer inh	VLA-4 inh	PP5 primary	GASC-1 inh	procasp3 activ	GRK2 aptamer HTS	PP1 counter	proCasp7 act
Cc1cnc(CNC(=O)c2ccc(OC3CCN(C(=O)C4CC4)CC3)cc2)cn1	-4	1	0	1.5	16	3	2	-2	0
Cc1cc(C(=O)O)ccc1-n1c(C)cc(C=C2C(=O)c3ccccc3C2=O)c1C	19*	15	2	4.9	9	-8	2	0	-13
Cc1ccc(C(=O)NC2CC(C)(C)NC(C)(C)C2)c(C)c1	-2	-3	12	3.0	12	2	3	5	-1
COc1ccc(-c2oc3c(OC)c(OC)c(OC)c(O)c3c(=O)c2OC)cc1OC	-1	1	36	1.9	-17	3	1	-2	7
COc1ccc(CCNC(=O)COc2ccc([N+](=O)[O-])cc2)cc1	-2	2	4	3.3	-36	-4	1	-3	6
COc1cc(OC)c(S(=O)(=O)Nc2ccccc2N2CCCCC2)cc1NC(C)=O	-1	-1	11	0.0	-1	6	1	0	3
CCCNCc1cc(OC)c(OCCC)cc1Cl	-1	3	9	-2.4	-1	4	1	-2	11
O=[N+]([O-])c1ccc(C[n+]2cccc3ccc4cccnc4c32)cc1	-3	0	-7	2.5	-4	0	0	12	8
Cc1ccc(NC(=O)c2cc(S(=O)(=O)N3CCCCC3)ccc2N2CCOCC2)cc1F	9	18	11	3.4	7	-11	1	0	-2
CC(=O)Nc1cccc(OCCCNS(=O)(=O)c2ccc(C#N)cc2)c1	0	-18	-17	-3.9	3	-6	0	1	2
Cc1ccc2nc(SCC(=O)Nc3ccccc3F)nc(=O)n2c1	1	2	14	-2.9	4	4	0	-7	-7
COCCNC(=O)c1cccc(OC2CCN(Cc3ccc(F)c(OC)c3)CC2)c1	-1	5	6	-0.7	-7	6	2	-3	4
Cc1ccc(C(=O)Nc2ccc(C(=O)N/N=C/c3c[nH]c4ccccc34)cc2)cc1	3	-8	10	4.3	5	16	1	0	6
Cc1cc2ncn(C(=O)N3CCCCC3)c2cc1C	0	-5	12	-0.1	-16	0	2	-1	3
COc1ccc(NC(=O)N(Cc2ccc(C)cc2)Cc2cccnc2)c(OC)c1	-1	2	-7	1.6	-2	-5	1	0	-3
CC(=O)Nc1nc(-c2ccc3c(c2)CCN3C(=O)C2CC2)c(C)s1	1	7	9	0.7	-6	-5	1	4	6
O=C(N/N=C/c1c(O)n(-c2ccccc2Cl)c(=O)c2ccccc12)C1COc2ccccc2O1 (configuration not stated)	0	-7	-132	-3.3	5	-42	0	19*	-37
CC(C)N1CCN(Cc2cn[nH]c2C2CCCCC2)CC1CCO (configuration not stated)	-10	1	-5	-6.7	-17	-7	0	9	-10
COc1ccc(CN2CCN(Cc3ccc(C)cc3)C(CCO)C2)cc1OC (configuration not stated)	-2	3	15	0.0	5	1	0	-1	1
CCOC(=O)c1c(C)[nH]c(C)c1C(=O)CSc1nnnn1-c1ccccc1	5	-2	-4	-1.4	-1	4	2	-2	4
COc1ccc(C(=O)N2CC=C(c3ccccc3)CC2)cc1S(=O)(=O)N1CCOCC1	-2	15	-5	3.2	-1	-3	0	-3	-2
Nc1nc(Cl)c(C=O)c(N2CCCCC2)n1	-5	-2	-15	1.2	0	1	1	2	-8
COc1ccc(-c2[nH]c3ccccc3c2SCCNC(=O)c2cc3ccccc3oc2=O)cc1	1	14	-7	1.4	-2	4	0	1	1
Cc1ccc(S(=O)(=O)N2CCN(S(=O)(=O)c3ccc(C)cc3)C2)cc1	5	-3	5	1.4	-4	-3	1	1	-3
Cc1csc(SCC(=O)NC23CC4CC(CC(C4)C2)C3)n1	-4	0	11	1.4	25	-3	2	0	-3

Further entries follow:
SMILES	Fh CTSL1 inh	core dimer inh	VLA-4 inh	PP5 primary	GASC-1 inh	procasp3 activ	GRK2 aptamer HTS	PP1 counter	proCasp7 act
O=C(O)CCC(=O)N1CCc2cc(S(=O)(=O)N3CC=C(c4ccccc4)CC3)ccc21	1	33	-10	5.1	-9	2	1	9	-7
NS(=O)(=O)c1ccc(CCNC(=O)C2Cc3ccccc3CN2C(=O)c2ccco2)cc1 (configuration not stated)	5	28	0	-0.6	2	6	4	-1	4
O=C(CSc1ccc(Cl)cc1)Nc1ccc(N2CCN(C(=O)c3ccco3)CC2)cc1	2	16	17	2.8	-14	-5	0	2	7
COc1ccc(S(=O)(=O)NC(CC(=O)NCc2ccc3c(c2)OCO3)c2ccco2)cc1 (configuration not stated)	-1	-6	-5	-0.8	10	-3	3	0	1
O=C(Cn1[nH]c(=O)c2ccccc2c1=O)OCC(=O)c1ccccc1Cl	-25	3	15	-1.1	6	-2	1	-8	5
O=C(c1nc2ccc(Cl)cn2c1CN1CCC(O)CC1)N1CCc2ccccc2C1	1	43	3	-2.3	4	-8	0	-6	0
Cc1cc(C)c(NC(=O)CNC(=O)c2cc(C3CC3)nn2-c2ccccc2)c(C)c1	nt	nt	3	2.0	-6	1	4	-5	-1
O=C(OCc1cn(-c2ccc(Cl)c(Cl)c2)nn1)c1ccccc1	1	3	9	1.5	7	-1	0	-7	-5
CCOc1ccc(CNC(=O)CCC(=O)N2Cc3ccccc3Oc3ncccc32)cc1	2	8	-1	-0.9	-5	5	2	0	-6
Cc1[nH]c2ccccc2c1SCCNC(=O)c1ccc(Br)o1	1	-2	-23	7.0	1	7	0	1	-4
COc1ccc(C2C3=C(CC(C)(C)CC3=O)Oc3ncn(Cc4ccccc4)c(=N)c32)cc1 (configuration not stated)	1	3	8	11*	-2	0	4	4	4
COc1ccc(NC(=O)CN2C(=O)C(C)Oc3ccc(C)cc32)cc1 (configuration not stated)	-1	-3	-5	0.3	0	4	1	0	-3
C#CCNC(=O)C1=C[C@@H](C2CC2)C[C@@H](OCCCCO)O1	0	14	17	0.1	7	3	0	-2	5
Cc1sc2nc(CN3CCN(S(=O)(=O)c4cccc5nonc45)CC3)[nH]c(=O)c2c1C	10	-2	14	0.6	18&-7	6	0	4	7
O=C(NCc1cccs1)C1CCCN1C(=O)Nc1ccc(Cl)cc1 (configuration not stated)	-1	1	4	1.1	-5	1	0	-4	7
CCOC(=O)c1[nH]c2cc(OC)c(OC)cc2c1NC(=O)CN1CCN(c2ccc(OC)cc2)C(C)C1 (configuration not stated)	7	0	4	5.3	1	0	0	-1	7
CC1CCN(S(=O)(=O)c2ccc(C(=O)Nc3nnc(-c4ccncc4)o3)cc2)CC1	-1	-4	5	0.9	1	-3	4	14	4
COc1ccc(OC)c(NC(=O)COC(=O)CNC(=O)c2ccc(OC)c(OC)c2)c1	-12	-1	12	0.1	4	-10	0	-2	1
CN(C)c1ccnc(SCc2ccccc2Cl)c1C#N	0	-1	8	1.5	37	-2	2	-3	1
COc1ccc(-c2csc(NC(=O)CCNC(=O)c3ccco3)n2)cc1OC	nt	nt	2	3.1	-1	3	0	2	0
CCOC(=O)N1CCN(C(=O)c2ccccc2NS(=O)(=O)c2ccc(C)cc2)CC1	0	-1	19	0.3	-5	6	4	11	1
C/C=C/c1ccc(OCCCCn2cncn2)c(OC)c1	-2	-4	2	1.5	3	-7	0	1	1
CC(C)C(NC(=S)Nc1ccccc1)C(=O)O (configuration not stated)	-1	-2	6	-1.2	8	0	4	2	0
Cc1c(C(=O)NCCN2C(=O)S/C(=C\c3cccnc3)C2=O)cccc1[N+](=O)[O-]	6	-4	6	-1.6	4	-7	0	-1	-7
CCOc1ccc(C(=O)CC(C(=O)O)N2CCCCC2)cc1 (configuration not stated)	nt	nt	45	-1.0	-5	-21	43*	1	-22

New compounds follow.
SMILES	Fh CTSL1 inh	core dimer inh	VLA-4 inh	PP5 primary	GASC-1 inh	procasp3 activ	GRK2 aptamer HTS	PP1 counter	proCasp7 act
CCOc1ccc(S(=O)(=O)NCCOC)cc1C	-2	2	26	2.4	1	4	4	-2	7
CCOc1ccc2[nH]c(=O)c(CN(Cc3ccccc3OC)C(=O)c3ccccc3)cc2c1	2	7	1	1.4	-2	3	1	0	3
CN1CCCN(c2ncnc3scc(-c4ccc(F)cc4)c23)CC1	-3	-3	-1	1.4	8	-6	0	0	5
Cc1onc2c(=O)n(-c3ccccc3)nc(-c3ccccc3)c12	-5	-8	7	-1.0	-1	2	2	1	2
CC(=O)[C@@H]1[C@@H](C(=O)c2ccc(F)cc2)[C@]2(C(=O)Nc3ccccc32)[C@H]2C=Cc3cc(F)ccc3N12	3	4	2	-1.4	-8	-5	2	0	-2
O=C(CNc1cc([N+](=O)[O-])ccc1NCCO)Nc1cccc(S(=O)(=O)N2CCCCC2)c1	nt	nt	0	1.6	-2	-5	0	3	-2
CCOc1ccc(-n2c(=O)c3sccc3n(CC(=O)NCC3CCCO3)c2=O)cc1 (configuration not stated)	-1	-5	8	-0.6	-6	-8	0	2	1
COc1ccc(CN(C(=O)CSc2nnc(-c3ccc(F)cc3)o2)c2ccc(F)cc2)cc1	-1	7	16	3.1	-2	7	0	5	5
COc1ccc(NC(=O)CC2SC(N3CCOCC3)=NC2=O)cc1OC (configuration not stated)	nt	nt	20	0.6	-2	-3	3	-1	11
CCc1ccccc1NC(=S)N(CCN1CCCCCC1)Cc1ccco1	-1	-2	6	-1.1	-15	-2	0	-5	7
Cc1cc(OCc2cc(C(=O)N(C)C3CCOCC3)no2)cc(C)c1Cl	1	10	21	4.2	-3	3	0	2	-8
Cc1cccc(N(C(=O)Cn2nnc3ccccc32)C(C(=O)NC(C)(C)C)c2ccsc2)c1C (configuration not stated)	-2	12	28	1.8	4	0	1	-5	-3
COc1ccc(C(CC(=O)Nc2ccc(Cl)cc2F)NC(=O)C(F)(F)F)cc1 (configuration not stated)	-2	0	-7	9.1	1	-3	2	-3	-5
CCOC(=O)c1nnc(-c2ccc(C)cc2)nc1N1CCSCC1	-1	7	2	2.4	3	1	0	-2	5

In the list so far, these have two or more sulfur atoms.
SMILES	Fh CTSL1 inh	core dimer inh	VLA-4 inh	PP5 primary	GASC-1 inh	procasp3 activ	GRK2 aptamer HTS	PP1 counter	proCasp7 act
Cc1ccc(S(=O)(=O)N2CCN(S(=O)(=O)c3ccc(C)cc3)C2)cc1	5	-3	5	1.4	-4	-3	1	1	-3
Cc1csc(SCC(=O)NC23CC4CC(CC(C4)C2)C3)n1	-4	0	11	1.4	25	-3	2	0	-3
Cc1sc2nc(CN3CCN(S(=O)(=O)c4cccc5nonc45)CC3)[nH]c(=O)c2c1C	10	-2	14	0.6	18&-7	6	0	4	7

Bioassay records from PubChem BioAssay.
